# Source: PubChem (several laboratories)
# INS promoter inh = TRM-6 insulin promoter activity inhibition; TRM-6 cells (human fetal islet line), insulin promoter-eGFP reporter, imaging; reporter expression induced with tamoxifen; inhibition, % at 2 µM; 130,000 tested, 0.9% active;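 active = inhibition above the mean plus 3 SD, with well images judged a real hit on visual review, cut at about 60% in these data, passing the limit was not always enough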
# SDO1 yeast rescue = compounds rescuing growth of sdo1-depleted yeast, bone marrow failure model; S. cerevisiae sdo1-depleted JHY4D growth rescue, OD600 30 h; active compounds read high; pdr5 snq2 efflux-pump mutant strain; z-score at 10 µM; 140,000 tested, 0.21% active;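 active = z-score above 3 at both the 24 hr and the 30 hr optical density reads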;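 also: z-score against mean and SD of all compound wells on the same plate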
# SDO1 yeast rescue Rescue 24 h = recorded beside SDO1 yeast rescue, whose call it bears; z-score; S. cerevisiae sdo1-depleted JHY4D growth rescue, OD600; measured here: growth rescue at 24 h;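 0 is the plate mean of compound wells and units are plate SD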
# The depositor's hits bear a star; i = inactive; nt = no result given; [ ] = another dose, or the depositor's remark. This is a random part of the collection; any-hit rate near 0.92%.
SMILES,INS promoter inh,SDO1 yeast rescue,SDO1 yeast rescue Rescue 24 h
COc1ccc(OCC(O)CN2C(=O)c3ccccc3S2(=O)=O)cc1 (configuration not stated),nt,-0.41,-0.22
CCOC(=O)C(C(=O)NCc1ccc(C)cc1)c1ncc(C(F)(F)F)cc1Cl (configuration not stated),-6.1,-0.62,-0.55
CN1CCN(c2nc(Nc3cccc(C(F)(F)F)c3)nc(N3CCOCC3)n2)CC1,nt,-0.81,-0.77
Fc1ccc(COc2ccccc2CNCc2ccncc2)cc1,50.0,0.4,0.45
C/C(=N\Nc1cccc2cccnc12)c1ccc(N)cc1,40.0,nt,nt
CCOc1ccccc1/C=N/NC(=O)CSc1n[nH]c(=O)[nH]c1=O,5.6,nt,nt
CCC1CCC2(CC1)NC(=O)N(CC(=O)c1c(C)[nH]c3ccccc13)C2=O (configuration not stated),nt,0.1,-0.48
CCOC(=O)c1sc(NC(=O)c2ccc(S(=O)(=O)N(C)C)cc2)nc1C,i,-0.2,0.87
CCOC(=O)CSc1nnc(CNC(=O)c2cccs2)n1Cc1ccccc1,nt,-0.3,-0.49
Cc1ccccc1NC(=O)COC(=O)CCSc1ccccc1,42.9,nt,nt
O=C(COC(=O)Cc1ccccc1[N+](=O)[O-])NCc1ccc(Cl)cc1,0.0,-0.34,-0.68
Cc1ccc(NC(=O)CSc2nnc(-c3cccnc3)n2CCN2CCCCC2)cc1,-8.3,0.45,0.5

# The list goes on; the last four above are carried over.
SMILES,INS promoter inh,SDO1 yeast rescue,SDO1 yeast rescue Rescue 24 h
CCOC(=O)CSc1nnc(CNC(=O)c2cccs2)n1Cc1ccccc1,nt,-0.3,-0.49
Cc1ccccc1NC(=O)COC(=O)CCSc1ccccc1,42.9,nt,nt
O=C(COC(=O)Cc1ccccc1[N+](=O)[O-])NCc1ccc(Cl)cc1,0.0,-0.34,-0.68
Cc1ccc(NC(=O)CSc2nnc(-c3cccnc3)n2CCN2CCCCC2)cc1,-8.3,0.45,0.5
O=C(Nc1ccccc1)c1cccnc1NCCc1ccccc1,nt,-1.21,-0.79
COc1ccc(-c2cc(N3C(=O)Nc4ccccc4N3O)n[nH]2)cc1OC,38.7,0.03,-0.76
COc1ccc(C2C(C(=O)Nc3ccccn3)=C(C)Nc3ncnn32)c(OC)c1 (configuration not stated),nt,-0.33,0.49
Cc1cc(C)nc(SCC(=O)OCN2C(=O)c3ccccc3C2=O)n1,-38.5,0.87[9.9 µM],0.39
Cc1oc(-c2ccc3ccccc3c2)nc1CN(C)C(C)c1ccncn1 (configuration not stated),-100.0,nt,nt
COCCn1c(Sc2ccc(C)cc2)nc2c1c(=O)[nH]c(=O)n2C,26.7,0.74,0.74
Cc1ccccc1NC(=S)NC(C)C(c1cccs1)N1CCOCC1 (configuration not stated),-17.1,0.12,0.48
O=C(NCCCn1ccnc1)c1noc2c1CCc1ccccc1-2,nt,0.23,-0.58
N#Cc1ccccc1Cn1cc(/C=C/[N+](=O)[O-])c2ccccc21,-24.1,-1.07,-0.42
CCOC(=O)c1c(NC(=O)COC(=O)c2c(C)noc2C)sc2c1CCC2,-6.7,-1.01,-0.44
CC(C)CNC(=O)NC(=O)COC(=O)c1cc([N+](=O)[O-])ccc1NCc1ccccc1Cl,17.6,nt,nt
COc1ccc(C(=O)N2CCCC2)cc1S(=O)(=O)N1CCOCC1,12.5,0.6,0.43

# Two records picked at random from the list so far, as already listed:
SMILES,INS promoter inh,SDO1 yeast rescue,SDO1 yeast rescue Rescue 24 h
COc1ccc(C2C(C(=O)Nc3ccccn3)=C(C)Nc3ncnn32)c(OC)c1 (configuration not stated),nt,-0.33,0.49
COc1ccc(C(=O)N2CCCC2)cc1S(=O)(=O)N1CCOCC1,12.5,0.6,0.43

# (continued)
SMILES,INS promoter inh,SDO1 yeast rescue,SDO1 yeast rescue Rescue 24 h
O=C(COc1ccccc1CNCc1ccccc1)Nc1ccccc1,nt,-0.09,0.06
OCc1cn(-c2ccccc2)nc1-c1cccnc1,-33.3,-0.37,-1.72
CCOC(=O)c1nnn(CC(=O)Nc2cc(F)ccc2F)c1C(=O)OCC,0.0,1.43,0.86
O=C(COC(=O)CC(c1ccccc1)c1ccccc1)Nc1cccc(F)c1,nt,-0.68,-0.56
O=C(Nc1ccccc1N1CCCCC1)c1cccc(F)c1,-5.7,-1.29,-0.81
COc1ccc(CNC(=O)C/C(C)=N/NC(=O)Cc2ccc(OC)cc2)cc1,-12.0,0.98,-0.53
Cc1[nH][nH]c(=O)c1C(c1c(C)[nH][nH]c1=O)c1cn(Cc2ccc(F)cc2)c2ccccc12,-7.9,-1.62,-1.31
O=c1ccnc(SCCC(F)=C(F)F)[nH]1,-81.8,nt,nt
Cc1ccc(C(=O)Oc2coc(CSc3nnc(NC(=O)C4CC4)s3)cc2=O)cc1C,nt,-0.3,-0.65
CC(=O)Nc1ccc(/C(C)=N/NC(=O)c2ccc(F)cc2)cc1,-23.3,0.35,-0.2
Fc1cc2nc(-c3ccncc3)[nH]c2cc1F,61.3,1.37,0.52
CCOC(=O)c1ccccc1N1C(=O)CSC1=S,28.6,-1.02,-0.65
Cc1cc(NC(=O)CSCC(=O)N(c2ccc(F)cc2)C(C(=O)NC2CCCCC2)c2ccc(O)c(O)c2)no1 (configuration not stated),16.7,0.81,0.29
COC(=O)c1ccc(N2CCS(=O)(=O)CC2)cc1,40.0,nt,nt
COc1cc(/C=N/NC(=O)c2ccc(COc3cc(C)ccc3C(C)C)cc2)cc(OC)c1O,23.1,-1.54,-0.69
COc1ccc(C(=O)Cc2cnn(-c3ccccc3)c2)c(O)c1,37.5,-0.53,0.57
O=C(NCCc1ccccc1)c1ccc(=O)oc1,20.0,1.18,1.26
C/C(=N\NC(=O)C(C)Oc1ccc([N+](=O)[O-])cc1)c1ccccn1 (configuration not stated),nt,-2.16,-1.42
CCOc1cc(/C=N/Nc2nncc(-c3ccccc3)n2)ccc1O,10.0,nt,nt
O=[N+]([O-])c1ccccc1OCCCN1CCOCC1,6.9,1.51,2.68
O=c1nc2ccccc2c2n1CC(CN1CCN(c3ccccc3F)CC1)N2 (configuration not stated),13.3,-0.11,0.28
COC(=O)/C=c1\sc2ncnn2c1=O,11.1,1.03,0.21
C/C(=N\Nc1ccccn1)c1ccc2c(c1)OCO2,42.9,nt,nt
c1cc(CNCCCN2CCOCC2)ccn1,25.0,0.08,0.06
Cc1ccc(C(=O)C(C)Oc2cccc(NC(=O)c3ccco3)c2)cc1 (configuration not stated),-99.1,-1.93,-1.32
O=C(Nc1ccc2oc(-c3ccc(Cl)c(Cl)c3)nc2c1)c1ncn[nH]1,-10.1,-1.97,-1.09
COc1ccc(N2C(S)=C(C#N)C(=O)NC2c2ccco2)cc1 (configuration not stated),16.7,1.07,0.16
Cc1cc(=O)n2c(-c3ccccc3C)n[nH]c2n1,nt,1.45,0.63
CCOc1ccc(-n2c(N)c(C(=O)NCc3cccnc3)sc2=S)cc1,33.3,2.78,2.88
N/C(Cc1ccc([N+](=O)[O-])cc1)=N\OC(=O)C(c1ccccc1)c1ccccc1,41.9,-1.89,-0.18
CC1(C)CCC(C)(C)NC(=S)N1,-17.5,0.23,0.28
Cn1c(CSCc2ccc(F)cc2)nnc1SCC(=O)Nc1nccs1,-27.7,-0.7,-0.81
CNC(=O)c1cc2ccc(OC)cc2oc1=O,50.0,1.24,1.28
C/C(=N/NC(=O)c1ccc(C)s1)c1cccc(NC(=O)COc2ccc(Cl)cc2C)c1,nt,1.44,2.89
Cc1ccc(S(=O)(=O)N2CC(=NO)C2)cc1,nt,-0.13,-0.57
CC1(C)CCCC(C)(C)N1CC(O)COCCOc1ccc(Br)cc1 (configuration not stated),-19.4,1.02,-0.18
O=C(Nc1ccccn1)c1ccc([N+](=O)[O-])cc1Cl,nt,1.43,1.1
CCc1ccc(-n2c(SCC(=O)Nc3cc(C)[nH]n3)nc3[nH]ncc3c2=O)cc1,nt,0.67,0.46
CCOc1ccccc1NC(=O)CSc1nnnn1-c1ccccc1,-11.1,-0.39,1.24
CCc1ccc(CCC(=O)Nc2nccs2)o1,nt,0.47,0.36
COCCCNC(=O)Cn1cc(C(C)=O)c2ccccc21,37.1,0.22,-0.04
COc1ccc(/C=N/OCC(=O)N(Cc2ccccc2)c2ccccc2C(=O)O)cc1,21.4,-0.15,-0.12
CS(=O)(=O)c1ccccc1-c1nnc(-c2ccc(Cl)cc2)o1,30.8,nt,nt
COCc1cc(C)nc(N2CCN(Cc3ccccc3)CC2)c1C#N,36.1,0.3,-0.47
Cc1occc1-c1nnc(SCC(=O)Nc2nc(C(C)(C)C)cs2)o1,37.9,-1.49,-1.31
CCOc1ccc(N(C(C)=O)C2C=CS(=O)(=O)C2)cc1 (configuration not stated),28.6,0.07,-0.42
Cc1cc(C#N)c(SCC(N)=O)nc1-c1ccc(F)cc1,14.3,nt,nt
CSc1nc(N)nc(SCC(=O)Nc2cccc(F)c2)c1C#N,31.2,-0.87,-0.72
OCCC1CN(Cc2ccc(-c3ccco3)cc2)CCN1Cc1ccsc1 (configuration not stated),-86.7,nt,nt
CN(C)S(=O)(=O)c1ccc2c(c1)c(=O)c(C(=O)NCCCN1CCCCCC1)cn2C,nt,1.14,0.68
O=C(Nc1ccncc1)c1ccc2c(c1)OCCO2,-37.0,1.14,-0.08
CC1CN(C2CCCCC2)c2nc3c(c(=O)[nH]c(=O)n3C)n2C1 (configuration not stated),0.0,0.43,0.08
Cc1ccc(/C=N/NC(=O)CSc2nnc(-c3ccc(Cl)cc3)n2-c2ccc(Cl)cc2)o1,nt,0.22,0.99
Cc1ccc(OC(C)C(=O)Nc2ccc(S(=O)(=O)Nc3cc(C)on3)cc2)cc1 (configuration not stated),33.3,0.61,-0.3
CCOC(=O)CNC(=O)CNC(=O)c1ccc(OCC(C)C)cc1,nt,0.41,0.32
COc1ccc(S(=O)(=O)N2CCOCC2)cc1OC,13.3,1.12,0.76
Cc1cccc(NC(=O)Cn2nnc(-c3ccc(CN4CCCC4)cc3)n2)c1C,nt,0.84,0.68
Cc1cc(=O)oc2cc(OC(=O)c3nn(C(C)C)c(=O)c4ccccc34)ccc12,54.5,1.24,0.55
O=C(NCCc1nc2ccccc2[nH]1)c1ccc(F)cc1,22.6,0.35,-0.23
CCC(C)NC(=S)N1CCN(C(c2ccccc2)c2ccccc2)CC1 (configuration not stated),5.9,-0.96,-0.25
O=C(Cn1c(C(=O)NCC2CCCO2)cc2sccc21)c1ccccc1 (configuration not stated),-10.7,-0.02,1.71

# A few values from the entries so far:
# In INS promoter inh, CCOc1ccccc1/C=N/NC(=O)CSc1n[nH]c(=O)[nH]c1=O has 5.6
# In SDO1 yeast rescue, COCCn1c(Sc2ccc(C)cc2)nc2c1c(=O)[nH]c(=O)n2C has 0.74
# In INS promoter inh, CCOc1ccc(N(C(C)=O)C2C=CS(=O)(=O)C2)cc1 (configuration not stated) has 28.6

# Compound profiles, as listed above.
# `O=C(COc1ccccc1CNCc1ccccc1)Nc1ccccc1` is entered as INS promoter inh: nt; SDO1 yeast rescue: -0.09; SDO1 yeast rescue Rescue 24 h: 0.06
# `O=c1ccnc(SCCC(F)=C(F)F)[nH]1` is entered as INS promoter inh: -81.8; SDO1 yeast rescue: nt; SDO1 yeast rescue Rescue 24 h: nt
# `O=C(Nc1ccccn1)c1ccc([N+](=O)[O-])cc1Cl` is entered as INS promoter inh: nt; SDO1 yeast rescue: 1.43; SDO1 yeast rescue Rescue 24 h: 1.1
